# From PubChem BioAssay
# LYP phosphatase = inhibitors of LYP phosphatase, biochemical, fluorescence intensity, uHTS (AID 1779) | recombinant LYP phosphatase, fluorescence intensity; higher % means a stronger effect | 290,000 tested, 0.054% active | inhibition, % at 11.5 µM, or IC50 in µM where a hit was titrated; in the data active = inhibition above about 50%;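 note: plate controls were vehicle with enzyme for no effect and no enzyme for full effect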
# GPR55 antagonists = GPR55 antagonists blocking LPI-driven arrestin recruitment, primary screen, imaging, U2OS, beta-arrestin-GFP, LPI agonist (AID 2013); U2OS GPR55 beta-arrestin-GFP translocation imaging, LPI antagonism; higher % means a stronger effect; inhibition, % at 10 µM, or IC50 in µM where a hit was titrated; 290,000 tested, 0.13% active;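 active = spots per cell inhibited over 60%, with over 100 cells counted and total cytoplasm intensity under 500,000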;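 note: U2OS cells stably carrying GPR55 and arrestin-GFP stimulated by 5 µM LPI near EC80; imaged beta-arrestin-GFP aggregate spots per cell after agonist stimulation; plate controls were LPI-stimulated DMSO wells for no effect and DMSO wells without LPI for full effect; some results filed as inactive read as strong as hits; confirmed hits need IC50 under 10 µM and bright autofluorescent wells are also inconclusive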
# PhoP inhibition = inhibitors of PhoP regulon expression, primary screen, Salmonella Typhimurium, GFP reporter (AID 1863); S. Typhimurium PhoP-regulated promoter GFP reporter, 4 h; higher % means a stronger effect; inhibition, % at 50 µM, or IC50 in µM where a hit was titrated; 300,000 tested, 0.16% active;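 active = inhibition over 29.93%, a cutoff 3 SD above the screen mean, later confirmed by dose response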;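 note: 0% = low Mg2+ inducing control and 100% = high Mg2+ repressing control; strong numbers were not always called active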
# HIV peptide binding = cell-free HIV fusion peptide-binding blockers – biochemical, uHTS, fluorescence dequenching, primary screen (AID 1986). cell-free peptide binding, fluorescence dequenching, 30 min; higher % means a stronger effect. inhibition, % at 20 µM; hits with a dose series show IC50 in µM. 290,000 tested, 0.3% active; in the data active = inhibition mostly above about 52%, no sharp cut-off; inactive = mostly below about 76%; note: some results filed as inactive read as strong as hits
# GPR35 arrestin U2OS = inhibition of zaprinast-stimulated GPR35 beta-arrestin translocation – imaging, U2OS, beta-arrestin-GFP, zaprinast agonist, primary screen (AID 2058) | U2OS GPR35 beta-arrestin-GFP translocation imaging, zaprinast antagonism; higher % means a stronger effect | inhibition, % at 10 µM, or IC50 in µM where a hit was titrated | 290,000 tested, 0.052% active;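 active = inhibition of at least 50% with at least 30 cells and total cytoplasm GFP at most 10,000,000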
# Siah-1 displacement = blockers of Siah-1 interaction with plectin peptide – biochemical, fluorescence polarization, rhodamine-plectin, uHTS, primary screen (AID 1817) | Siah-1 / rhodamine-plectin peptide fluorescence polarization; higher % means a stronger effect | displacement, % at 20 µM, or IC50 in µM where a hit was titrated | 290,000 tested, 0.02% active;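 active = displacement of at least 50% at 20 µM, with a fluorescence ratio check between 0.3 and a set limit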;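 note: plate controls were Siah plus tracer with DMSO for no effect and tracer alone without Siah for full effect; strong numbers were not always called active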
# Rac1 GTP hydrolysis = MgcRacGAP GTPase-activating activity inhibitors, confirmation, biochemical, ADP Hunter fluorescence; MgcRacGAP-stimulated Rac1 GTP hydrolysis, ADP Hunter fluorescence; higher % means a stronger effect; GST-tagged Rac1 F28L mutant substrate; one-dose inhibition, % at 30 µM; IC50 in µM for titrated hits; 340,000 tested, 0.6% active;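 active = first-screen hits whose inhibition reached a set limit at any dose in the follow-up dose series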;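 note: fluorescence reports GDP produced by GAP-driven GTP hydrolysis; strong numbers were not always called active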
# NTR1 agonist = NTR1-driven beta-arrestin-GFP spot formation – imaging, U2OS cells, high content, primary screen (AID 493036) | P30989 | agonist mode | activation, % at 20 µM | 330,000 tested, 0.17% active;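 active = activation at or above 40% of the spot to cytoplasm intensity ratio, with at least 20 cells analyzed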;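 note: 0% = DMSO without peptide and 100% = 100 nM NTR1 peptide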
# Target sequence (P30989 whole entry, looked up): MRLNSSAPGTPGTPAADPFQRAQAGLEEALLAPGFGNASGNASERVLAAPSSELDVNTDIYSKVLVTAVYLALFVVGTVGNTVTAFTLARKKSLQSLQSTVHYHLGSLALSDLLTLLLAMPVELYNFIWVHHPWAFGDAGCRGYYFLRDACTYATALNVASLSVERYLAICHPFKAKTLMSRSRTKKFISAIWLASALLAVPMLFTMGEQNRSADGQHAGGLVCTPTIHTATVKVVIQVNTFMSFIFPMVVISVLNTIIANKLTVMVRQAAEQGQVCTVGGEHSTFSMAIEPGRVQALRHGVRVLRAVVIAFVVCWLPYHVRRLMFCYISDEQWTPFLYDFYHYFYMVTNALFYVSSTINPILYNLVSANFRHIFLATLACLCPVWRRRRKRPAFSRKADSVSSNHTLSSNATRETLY
# Myeloid diff MLP = myeloid differentiation induction. calls only at 10 µM. ER-HoxA9 myeloid progenitors, lysozyme-GFP differentiation, flow cytometry. 360,000 tested, 1% active;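 active = normalized GFP-positive differentiation at or above the plate's own cutoff, the solvent-only control mean plus 3 SD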;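 note: cells exposed to compound for four days before flow analysis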
# NTR1 agonist cell count 20 µM = second read-out of NTR1 agonist, no call of its own (marks repeat the call); cell count; measured here: cell count, cytotoxicity flag
# Myeloid diff MLP GFP+ MAC1+ % = further read-out of Myeloid diff MLP, marked with its call; GFP+ MAC1+ double positive, %; measured here: differentiation confirmed by MAC1 staining
# * = called active by the depositor; i = inactive; . = not tested or not shown; + = active, no number.
SMILES,LYP phosphatase,GPR55 antagonists,PhoP inhibition,HIV peptide binding,GPR35 arrestin U2OS,Siah-1 displacement,Rac1 GTP hydrolysis,NTR1 agonist,NTR1 agonist cell count 20 µM,Myeloid diff MLP,Myeloid diff MLP GFP+ MAC1+ %
CC(C)[C@H](NC(=O)C1CCN(S(=O)(=O)c2ccc(F)cc2)CC1)C(=O)N1CCCCCC1,-8%,-26%,0%,0.4%,-12%,-4%,-12%,0.7,70,i,1.5
Cc1ccc(C)c(N2N=C(C(=O)N(CC(C)C)c3c(N)n(Cc4ccccc4)c(=O)[nH]c3=O)CCC2=O)c1,-9%,2%,5%,2.3%,-2%,-3%,5%,-0.1,64,i,0.9
O=C(O)/C=C\C(=O)N1CCc2ccccc21,-6%,18%,0%,8.6%,0%,1%,6%,6.6,34,i,0.2
CSc1nsc(/C=C/Nc2ccc(C)cc2)c1C#N,7%,27%,15%,2.1%,-8%,-2%,10%,0.1,36,+,16*
NC(=O)CSc1oc(-c2ccco2)nc1S(=O)(=O)c1ccc(Cl)cc1,-9%,-5%,3%,3.3%,9%,-3%,11%,-1.8,37,i,1.2
CC(=O)Cc1nsc(NC(=O)c2csc3c2CCCC3)n1,-4%,5%,6%,-1.0%,-4%,7%,10%,-1.6,84,i,0.4
Cc1ccc(NC2c3ncccc3C(=O)N2Cc2ccc(F)cc2)cc1 (configuration not stated),-2%,12%,6%,-2.5%,4%,5%,5%,0.6,66,i,4.9
COc1cc(C(=O)NCC(c2cccs2)N(C)C)cc(Cl)c1OC(C)C (configuration not stated),-6%,12%,9%,1.9%,5%,4%,6%,-0.8,61,i,0.9
COc1ccc(-c2cc(C(F)(F)F)nc(SCc3cccc(C(=O)O)c3)n2)cc1,9%,3%,7%,60%,0%,2%,14%,-0.5,46,i,1.6
Cc1ccc(S(=O)(=O)N(CC(O)CN2CCOCC2)c2cccc([N+](=O)[O-])c2)cc1 (configuration not stated),-10%,-4%,-3%,-2.4%,-6%,-2%,5%,-0.2,59,i,0.7
NC(=O)C1CCN(C(=O)C2CCC(=O)N(Cc3ccc(Cl)cc3)C2)CC1 (configuration not stated),-8%,16%,-2%,1.5%,3%,-2%,3%,0.6,67,i,3.7
COC(=O)C1=C(C)N(C2CCCC2)C(=O)C1(NC(C)=O)C(F)(F)F (configuration not stated),-3%,-1%,0%,1.4%,-8%,-5%,10%,-1.7,53,i,1.8
COc1ccc(-n2ncc3c(NCc4cccnc4)ncnc32)cc1,-2%,-5%,.,3.2%,8%,0%,7%,-0.7,101,i,0.6
Oc1ccc(C2N=C(c3ccccc3)NC(c3ccccc3)=N2)cc1,0%,-10%,-1%,-2.0%,9%,2%,4%,4.2,87,i,0.6
COc1c(Cl)cc(Cl)cc1C(=O)Nc1ccc(NC(=O)c2cccs2)cc1,0%,20%,-9%,-2.8%,2%,3%,4%,3.3,43,i,2.9
O=C(Cn1cc2c(n1)CCCCC2)NCc1ccccn1,-2%,3%,2%,0.9%,-10%,1%,7%,-1.0,59,i,1.6
Cc1cc(=O)oc2c(CN3CCCCC3)c(O)c(Cl)cc12,-138%,-3%,16%,3.5%,-1%,2%,14%,-0.3,37,i,0.5
COc1ccc(-c2[nH]ncc2/C=N\NC(=O)c2ccc(C(C)(C)C)cc2)cc1OC,6%,17%,0%,-2.7%,-14%,12%,3%,4.4,85,i,0.1
CCc1ccc(NC(=O)NCCN2CCc3ccccc3C2)cc1,2%,-2%,8%,0.4%,18%,-4%,11%,0.5,40,i,0.9
O=C(CSc1nnc(-c2ccc(Cl)cc2)o1)N1CCOCC1,-9%,-8%,-1%,0.2%,-14%,-2%,4%,0.3,44,i,0.5
COc1cccc(OC)c1C(=O)n1nc(C)cc1C,1%,2%,7%,2.4%,0%,1%,2%,1.3,92,i,0.7
Cc1ccc(N(CC(=O)NC2CC2)S(=O)(=O)c2ccccc2)c(C)c1,-1%,-13%,-8%,-0.2%,-8%,-5%,3%,0.4,60,i,0.6
NS(=O)(=O)c1ccc(CCNC(=O)c2ccc(Cl)s2)cc1,-4%,3%,-3%,3.8%,3%,0%,8%,-1.1,53,i,1.1
COC(=O)C1CCCN1C(=O)C1CCCN1C(=O)CNC(=O)OCc1ccccc1 (configuration not stated),0%,4%,10%,-2.5%,-12%,3%,7%,0.2,39,i,1.1
O=C(CN1C(=O)c2ccccc2S1(=O)=O)NCc1cccnc1,-5%,28%,1%,0.0%,-8%,7%,7%,-0.3,62,i,8.3
COc1ccc(CNC(=S)Nc2ccc3nc(N4CCN(C)CC4)cc(C)c3c2)cc1,-6%,6%,-2%,-3.1%,9%,-7%,22%,-0.6,56,i,0.4
O=C(CN1CCN(c2ccccn2)CC1)NCCc1ccccc1,-4%,9%,-3%,3.4%,7%,3%,6%,0.2,51,i,1.9
CCOc1ccc(OCCC(=O)OCC(=O)Nc2ccc3c(c2)OCO3)cc1,.,.,-2%,.,.,.,6%,-1.5,52,i,0.9
COc1ccc(/C=C/C(=O)OCC(=O)NCc2ccco2)c(OC)c1,-1%,-2%,2%,-0.9%,11%,2%,7%,-0.8,54,i,1.0
CN(C)C(=O)Cn1c(SCC(=O)Nc2ccc3c(c2)OCO3)nc2ccccc21,-12%,4%,0%,1.8%,13%,0%,-13%,1.9,47,i,1.5
COc1ccccc1Oc1nc2c(c(=O)n(Cc3ccccc3F)c(=O)n2C)n1C,1%,12%,3%,60%,-8%,12%,8%,4.6,72,i,1.0
COc1nc(Nc2cccc(C(F)(F)F)c2)nc(OC)n1,-6%,2%,0%,0.1%,-14%,17%,1%,3.4,90,i,1.3
COc1ccccc1CNC(=O)c1ccc(N2CCOCC2)c([N+](=O)[O-])c1,3%,-9%,-2%,0.1%,4%,-2%,4%,-0.4,44,i,0.7
O=c1c2c3nc4ccccc4nc3n(CC3CCCO3)c2ncn1CCc1ccccc1 (configuration not stated),2%,-1%,-7%,-0.8%,-5%,4%,5%,0.2,75,i,0.1
COc1ccc(C(=O)NNC(=O)CCC(=O)Nc2ccc(C)cc2C)cc1,-8%,9%,-7%,1.2%,-11%,9%,5%,0.8,43,i,2.9
O=C(Nc1ccc(NC(=O)C2CC2)nc1)c1ccncc1,-7%,10%,-9%,-2.2%,-1%,-1%,7%,3.4,57,i,0.8
O=C(NCCN1CCOCC1)c1ccc(NS(=O)(=O)c2ccccc2)cc1,-5%,19%,0%,-1.0%,-3%,4%,2%,0.5,59,i,0.5
CCc1c(C#N)c(N)nc(SCC(=O)OCc2ccccc2)c1C#N,-4%,3%,-7%,1.1%,6%,1%,3%,5.2,79,i,1.0
CC(C)c1ccccc1-n1cc[nH]c1=S,-4%,-7%,-8%,-0.8%,12%,-5%,8%,-2.2,54,i,0.7
O=C(CCN1C(=O)C2C3C=CC(C3)C2C1=O)Nc1ccc(F)cc1 (configuration not stated),2%,-14%,-4%,-1.3%,8%,3%,2%,-0.6,44,i,0.1
Clc1ccc(-c2nnc(CSc3nnc(-c4cccs4)o3)o2)cc1,-4%,11%,3%,2.3%,5%,-2%,6%,-0.2,70,i,0.6
Cc1c(Cl)cccc1NC(=O)CCCn1nc([N+](=O)[O-])cc1C,-1%,2%,4%,0.6%,4%,9%,7%,2.5,54,i,0.3
COc1ccc(C(c2nnnn2C2CCCC2)N2CCN(c3ccccc3)CC2)cc1 (configuration not stated),-1%,17%,10%,-1.0%,11%,5%,2%,-4.3,77,i,1.6
O=C(COC(=O)/C=C/c1cccc(F)c1)Nc1ncccn1,-3%,-1%,-5%,2.1%,10%,0%,10%,0.2,57,i,0.3
COc1ccc(-c2cc(=O)oc3cc(OCC(=O)N(C)C4CCS(=O)(=O)C4)ccc23)cc1 (configuration not stated),-6%,-8%,-2%,-0.2%,-13%,4%,3%,0.4,69,i,2.7
c1cnc2c(OCc3cn4cccnc4n3)cccc2c1,-8%,10%,6%,-2.2%,6%,-3%,15%,-0.8,32,i,0.7
CCOC(=O)c1sc(NC(=O)Nc2ccccc2Cl)cc1C,5%,2%,1%,-0.8%,-8%,-3%,2%,40,78,i,0.1
COC(=O)Cc1ccc(NC(=S)Nc2cccc(C)n2)cc1,4%,-6%,-5%,-0.1%,-3%,-4%,13%,0.2,31,i,0.0
COc1nc(NCC(C)C)nc(Oc2ccc(OCc3ccccc3)nn2)n1,-12%,7%,0%,2.1%,-14%,1%,-5%,-1.4,78,i,0.3
CCOC(=O)c1sc(NC(=O)CSC(=S)N2CCN(C)CC2)nc1C,-4%,38%,5%,-1.7%,12%,-6%,12%,0.9,61,i,0.7
Cc1onc(C(=O)NCc2ccc(F)cc2)c1[N+](=O)[O-],0%,2%,12%,-0.1%,-11%,2%,16%,-0.8,90,i,1.1
N#C/C(=C\Nc1ccccn1)S(=O)(=O)c1ccc(Cl)cc1,2%,-4%,-4%,-1.5%,0%,-2%,8%,-0.2,55,i,0.6
COc1ccc(CN2C(=O)CS/C2=N/N=C/c2ccccc2)cc1,1%,17%,-7%,-2.0%,-2%,5%,.,1.0,38,i,0.4
CCC(C(=O)Nc1cc(C(=O)Nc2cc(C)ccn2)ccc1Cl)c1ccccc1 (configuration not stated),-5%,8%,16%,-0.6%,11%,0%,5%,1.2,55,i,2.4
CC(=O)c1ccc2c(c1)Nc1ccccc1S2,0%,-1%,-15%,7.4%,0%,4%,32µM*,1.2,62,i,0.8
CCCC(=O)Nc1ccccc1NC(C)=O,-1%,-4%,2%,0.5%,-11%,5%,1%,5.2,77,i,0.4

# Profiles, looked up by structure:
# `NC(=O)C1CCN(C(=O)C2CCC(=O)N(Cc3ccc(Cl)cc3)C2)CC1` (configuration not stated) in the list: LYP phosphatase: -8%; GPR55 antagonists: 16%; PhoP inhibition: -2%; HIV peptide binding: 1.5%; GPR35 arrestin U2OS: 3%; Siah-1 displacement: -2%; Rac1 GTP hydrolysis: 3%; NTR1 agonist: 0.6; NTR1 agonist cell count 20 µM: 67; Myeloid diff MLP: i; Myeloid diff MLP GFP+ MAC1+ %: 3.7
# `Cc1onc(C(=O)NCc2ccc(F)cc2)c1[N+](=O)[O-]` in the list: LYP phosphatase: 0%; GPR55 antagonists: 2%; PhoP inhibition: 12%; HIV peptide binding: -0.1%; GPR35 arrestin U2OS: -11%; Siah-1 displacement: 2%; Rac1 GTP hydrolysis: 16%; NTR1 agonist: -0.8; NTR1 agonist cell count 20 µM: 90; Myeloid diff MLP: i; Myeloid diff MLP GFP+ MAC1+ %: 1.1
